IDH1 R132H inh: human IDH1 R132H inhibition; O75874; IDH1-R132H enzyme, NADPH consumption, diaphorase/resazurin fluorescence; Potency, µM (top dose mostly 76.6 µM), inactives show at the highest dose activity change, negative = inhibition, hits mostly inhibitors; 0.093% of 390,000 active; AID 602179; also: potency is read from the fitted curve at half-maximal effect; % is scaled to controls: 0 for no effect and ±100 for the full control effect; nearly all actives have a fitted effect of over 65% in size
Target sequence (O75874 whole entry R132H, stated change not applied): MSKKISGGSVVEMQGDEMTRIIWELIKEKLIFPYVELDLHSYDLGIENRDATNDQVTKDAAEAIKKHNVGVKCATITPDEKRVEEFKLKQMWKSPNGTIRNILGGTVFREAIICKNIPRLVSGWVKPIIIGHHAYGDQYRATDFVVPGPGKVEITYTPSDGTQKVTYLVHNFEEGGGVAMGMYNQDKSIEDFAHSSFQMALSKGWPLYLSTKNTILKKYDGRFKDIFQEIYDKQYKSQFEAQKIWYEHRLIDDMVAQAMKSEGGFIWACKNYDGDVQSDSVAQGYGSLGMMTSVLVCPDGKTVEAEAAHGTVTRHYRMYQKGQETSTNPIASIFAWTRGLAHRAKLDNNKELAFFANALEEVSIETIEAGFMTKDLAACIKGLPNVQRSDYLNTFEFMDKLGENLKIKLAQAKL
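IDH1-R132H (0.5 ug/mL) preincubated 30 min with compound, then NADPH (0.016 mM) and alpha-KG (2 mM) added; 80 min at RT, pH 7.5. Remaining NADPH coupled via diaphorase/resazurin to fluorescence (540/590 nm); concentration-response curves normalized to no-enzyme control.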
LDHA block: inhibitors of human lactate dehydrogenase A | P00338 | AID 1347041 | activity change, % (values are at about 110 or 230 µM) | purified LDHA, NADH/diaphorase-resazurin fluorescence; hits give low values | 0.15% of 480,000 active; in the data active = activity change below about -30%; inconclusive = mostly about -25% to -30%;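 also: plate controls were DMSO wells for no effect and wells without enzyme for full effect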
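LDH5 2 nM; NADH 0.06 mM, pyruvate 0.2 mM; 200 mM Tris pH 7.4, EDTA, Tween-20; 5 min RT. Detection: diaphorase 0.133 mg/mL + resazurin 37 µM, fluorescence ex540/em590 at 0 and 20 min; normalized to enzyme-free and DMSO wells.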
TrxR1 substrate: is turned over as a substrate by rat TrxR1; O89049; purified TrxR1 substrate turnover, NADPH consumption readout; Potency, µM (doses to about 114 µM), inactives show at the highest dose activity change, negative = substrate turnover; 0.01% of 390,000 active; also: potency is read from the fitted curve at half-maximal effect; % is scaled to controls: 0 for no effect and ±100 for the full control effect; nearly all actives have a fitted effect of over 50% in size
Target sequence (O89049 whole entry, looked up): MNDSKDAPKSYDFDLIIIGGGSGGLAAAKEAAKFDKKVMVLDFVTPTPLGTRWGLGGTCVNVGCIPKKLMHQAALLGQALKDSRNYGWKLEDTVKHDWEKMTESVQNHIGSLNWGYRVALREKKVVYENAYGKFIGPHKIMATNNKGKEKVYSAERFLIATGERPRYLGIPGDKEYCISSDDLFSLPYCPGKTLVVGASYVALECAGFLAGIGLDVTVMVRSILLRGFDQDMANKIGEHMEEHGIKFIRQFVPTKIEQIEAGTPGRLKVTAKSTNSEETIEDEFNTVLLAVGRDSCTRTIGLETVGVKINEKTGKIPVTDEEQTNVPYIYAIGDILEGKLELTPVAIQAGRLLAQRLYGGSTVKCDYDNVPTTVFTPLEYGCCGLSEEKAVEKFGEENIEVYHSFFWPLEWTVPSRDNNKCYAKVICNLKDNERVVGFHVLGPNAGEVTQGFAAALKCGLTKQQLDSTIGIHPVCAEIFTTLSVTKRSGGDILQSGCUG
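Rat TrxR1, dispensed at 90 nM, was prereduced with 400 uM NADPH (final) for 5 min at ~22 deg C, then incubated with compound 15 min before 400 uM selenite. A first-read NADPH fluorescence drop versus no-compound background flagged substrates.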
RXFP1 ag: RXFP1 (human) receptor agonism | Q9HBX9 | HEK293T-RXFP1 cAMP TR-FRET, 30 min; response scale: percent of porcine relaxin response, buffer zero | Potency, µM (doses to about 57.5 µM), for the others: at the highest dose activation, most hits filed as activators | 0.3% of 370,000 active; also: potency is read from the fitted curve at half-maximal effect; % is scaled to controls: 0 for no effect and ±100 for the full control effect; nearly all actives have a fitted effect of over 60% in size; many of its hits are not listed in these tables
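Agonist response is measured as cAMP accumulation in an RXFP1-transfected HEK293T line under PDE4 inhibition. Values are scaled between buffer-only and 29 nM porcine relaxin, and EC50s come from standard Hill equation fits.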
USP1-UAF1 inh: inhibitors of human USP1/UAF1 deubiquitinase. O94782. recombinant USP1/UAF1, Ub-Rhodamine cleavage fluorescence. Potency, µM (highest dose often 57.1 µM), for the others: at the highest dose activity change, negative = inhibition, most hits filed as inhibitors. 0.23% of 390,000 active. AID 743255; also: potency is read from the fitted curve at half-maximal effect; % is scaled to controls: 0 for no effect and ±100 for the full control effect; nearly all actives have a fitted effect of over 60% in size; inactives centre near -12
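High-throughput fluorogenic screen: 1nM USP1/UAF1 complex, Ub-Rho substrate 150nM final, 50mM HEPES pH 7.8 with 0.5mM EDTA, 0.1 mg/ml BSA, 1mM TCEP and 0.01% Tween-20.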
Vif-A3G inh: inhibitors of Vif-APOBEC3G interaction | HeLa A3G-eYFP + Vif (tagged APOBEC3G with the HIV-1 protein that degrades it), YFP fluorescence, overnight | Potency, µM (titrated, usually from 46.1 µM), without a hit: at the highest dose activity, negative = active, actives largely listed as inhibitors | 0.076% of 410,000 active | AID 602310;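 also: potency is read from the fitted curve at half-maximal effect; % is scaled to controls: 0 for no effect and ±100 for the full control effect; nearly all actives have a fitted effect of over 60% in size; hits raise eYFP signal because A3G escapes Vif-driven loss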
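Read-out is eYFP fluorescence (Ex 488/Em 500-530) from Vif-expressing HeLa A3G-eYFP cells; more signal means A3G escaped Vif-mediated degradation. Cells plated overnight, compound pinned in, incubated overnight at 37 deg C.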
Glioma ERSR ind: induces the endoplasmic reticulum stress response in human glioma cells | 0.02% of 420,000 active | U87-MG GRP78 promoter luciferase reporter, 16 h | AID 602332 | Potency, µM, for the others: at the top dose activation, actives largely listed as activators; also: potency is read from the fitted curve at half-maximal effect; series mostly up to about 76 µM; % of control where 0% means no effect; nearly all actives have a fitted effect of over 35% in size
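Stably transfected U87-MG human glioma cells carrying a GRP78-based luminescent sensor were seeded at 1000 cells/well, pin-dosed with compounds and incubated 16 h. Luciferase reagent was then added, and end-point luminescence was read after 10 min at room temperature.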
Vif-A3F inh: blocks the Vif interaction with APOBEC3F. HeLa A3F-eYFP + Vif (tagged APOBEC3F with the HIV-1 protein that degrades it), YFP fluorescence increase. Potency, µM (doses to about 46.1 µM), inactives show at the top dose activity, negative = active. 0.2% of 390,000 active; also: potency is read from the fitted curve at half-maximal effect; % of control where 0% means no effect; nearly all actives have a fitted effect of over 65% in size
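HeLa cells stably expressing A3F-eYFP plus Vif, plated and incubated overnight at 37 deg C, then exposed to compounds overnight at 37 deg C. Blocked degradation read as raised yellow fluorescence (Ex 488/Em 500-530).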
PI4K2A inh: blocks human PI4K2A kinase activity; purified PI4K2A, ADP-Glo luminescence, 1 h; hits give low values; activity change, negative = inhibition, % at 76.9 µM; Q9BTU6; 0.13% of 420,000 active; AID 1346378; in the data active = activity change below about -50%; inconclusive = mostly about -30% to -49%;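 also: -100% = wells without enzyme as full effect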
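In this quantitative HTS, ADP production by PI4K2A was quantified luminescently after 1 h at ambient temperature; 100 microM adenosine served as plate-quality control.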
An asterisk follows results filed as active; ? = inconclusive; . = no result given; & = joins results of further samples; [ ] = remark or other dose. Unless noted, calls follow the shape of the dose curve; as a rule, active = well fitted curve in the direction sought with a large enough effect; inconclusive = small, poorly fitted or top-dose-only effect, or another doubt; inactive = no such curve, though single readings can be large; an effect the other way counts as inactive or inconclusive. Only part of the results is shown; the hit share may differ from the screen's.

SMILES | IDH1 R132H inh | LDHA block | TrxR1 substrate | RXFP1 ag | USP1-UAF1 inh | Vif-A3G inh | Glioma ERSR ind | Vif-A3F inh | PI4K2A inh
Cc1cc(C)cc(NC(=O)C2CCCN2C(=O)NC2CCCCC2)c1 (configuration not stated) | 3.4% | -6.6 | -6.7% | -0.7% | -8.7% | -1.1% | -3.7% | -1.4% | 2.1
O=C1CCN(S(=O)(=O)c2ccccc2)CCN1CCOCc1ccc(Cl)cc1 | -5.7% | -2.3 | -4.3%[57.1 µM] | -0.4% | 3.0% | 1.5% | 0.5% | 2.0% | 0.4
Cc1cccn2c(NC(=O)c3ccccc3F)c(-c3ccccc3)nc12 | 1.6% | -3.2 | 4.6% | -2.8% | -15.7% | -7.5% | -1.5% | 0.8% | -2.9
COc1ccc(S(=O)(=O)CCc2nnc(NC(=O)c3cccs3)s2)cc1 | -0.5% | -8.3 | 1.3% | 3.1% | 4.0% | -0.5% | -4.5% | -6.3% | 1.2
CC(OC(=O)c1nn(C)c(=O)c2ccccc12)C(=O)Nc1ccc(S(N)(=O)=O)cc1 (configuration not stated) | 4.9% | -9.8 | -10.7% | 1.8% | -8.1% | -1.0% | -0.3% | -14.1% | 3.9
CCOC(=O)C1C(=O)NCC2CCCC21 (configuration not stated) | 0.1% | -6.0 | -3.0% | -1.8% | -4.8% | -0.2% | -5.0% | 2.5% | -1.4
O=C(Cc1ccccc1)N/N=C/c1cc(Br)cs1 | 7.1% | -1.4 | -2.5%[57.1 µM] | -0.1% | -22.2% | 2.7% | 5.9% | 1.3% | -2.6
FC(F)(F)c1cccc(-c2cc3nc(NCCOc4ccccc4)ccn3n2)c1 | . | -9.0 | . | . | . | -10.0% | 8.7% | . | 2.6
COC(=O)c1scc(-c2ccc(C)cc2)c1S(=O)(=O)N1CCN(c2ccccc2)CC1 | 16.2% | -6.0 | -5.3%[57.1 µM] | -2.3% | 2.1% | 1.0% | -2.7% | 2.8% | -1.2
CCOC(=O)N1CCN(CC(=O)Nc2sccc2C#N)CC1 | 18.8% | 4.4 | 6.5% | 2.8% | -12.2% | 2.3% | 1.7% | -25.7% | -8.3
COc1ccc(NS(=O)(=O)c2ccc3oc(Nc4ccc5c(c4)OCCO5)nc3c2)cc1 | 2.7% | -0.2 | 7.8%[57.1 µM] | 0.4% | -6.3% | -4.0% | -7.2% | -0.1% | -6.2
Cn1c(=O)c(Oc2ccc(F)cc2)c(O)c2ccccc21 | 20.8% | -3.1 | 30.3% | 3.3% | -13.2% | -1.2% | 1.1% | 1.6% | -2.4
CCN(CC)CCNC(=O)C12CC3CC(C)(CC(C)(C3)C1)C2 | 2.6% | -2.5 | 11.9%[57.1 µM] | -0.1% | -9.9% | 1.7% | -2.8% | 1.5% | -0.2
O=C(Nc1cc(S(=O)(=O)N2CCOCC2)ccc1N1CCOCC1)c1ccccc1Cl | 11.5% | -10.6 | -5.8% | . | -1.9% | -4.7% | -2.2% | -13.5% | -0.8
COCCCNC(=S)NNC(=S)Nc1cccc(Cl)c1 | 0.0% | -19.0 | -7.9% | -0.4% | -10.0% | -6.5% | 5.0% | -5.5% | 3.9
CCCC(=O)OC1=CN(Cc2ccccc2)S(=O)(=O)c2ccccc21 | -16.0% | -3.4 | -0.8% | 0.3% | -2.5% | 0.5% | 0.1% | -0.5% | 3.5
Cc1cc(C)cc(OCC(=O)Nc2ccc(S(=O)(=O)Nc3onc(C)c3C)cc2)c1 | . | -7.6 | -2.6% | 0.6% | -15.4% | . | . | . | -5.8
COc1ccc(NC(=O)NC23CC4(C)CC(C)(CC(C)(C4)C2)C3)cc1 | -13.7% | -3.5 | -3.5% | -0.2% | -1.3% | -0.2% | -1.7% | 6.2% | -0.9
Cc1cc(NC(=O)COc2ccc3oc4ccccc4c3c2)no1 | 0.6% | -4.6 | -4.5%[57.1 µM] | ? | -16.4% | -2.8% | -9.6% | -8.0% | 1.6
Cc1cc(N2CCN(C)CC2)nc2ccc(NC(=O)Nc3ccc(F)cc3)cc12 | -8.7% | 1.9 | 18.6% | 2.4% | -2.4% | -4.9% | 0.7% | 1.9% | -3.6
CC(C)N1CCC(N2CCN(CC#Cc3ccccc3)CC2CCO)CC1 (configuration not stated) | 0.4% | -10.3 | 3.6%[57.1 µM] | -2.1% | -14.3% | -2.0% | 4.1% | 6.4% | 3.0
Cc1cccc(N2CCN(C(=O)NC(C)c3ccc(F)c(F)c3)CC2)c1C (configuration not stated) | 0.4% | 0.4 | 4.0% | 3.3% | -24.7% | -0.2% | -3.4% | 4.7% | -0.4
Cc1ccc(NC(=O)c2cccnc2)c([N+](=O)[O-])c1 | 9.3% | 0.1 | 5.5% | -1.8% | -10.7% | ? | 0.5% | -0.7% | -3.6
NC(=O)c1ccsc1NC(=O)CSc1ncnc2sccc12 | -2.8% | -4.9 | -2.0% | . | -8.7% | -5.4% | 2.5% | -12.7% | 10.2
Cc1onc(-c2ccccc2)c1C(=O)N/N=C/c1cccc(O)c1 | 3.1% | -9.7 | -1.3% | -1.0% | -8.3% | -2.2% | -3.1% | -10.3% | 2.9
Cc1ccccc1NC(=O)CCC(=O)N/N=C/c1ccc(F)cc1 | 2.5% | 1.8 | 7.1% | 0.5% | -13.2% | 2.2% | -1.6% | 1.1% | -4.1
COc1ccc(-c2cc(C(=O)NCc3cccnc3)no2)cc1 | 2.6% | -5.8 | 9.4% | -0.4% | -8.0% | 1.1% | 5.0% | -9.8% | 4.0
O=C(C1CCN(S(=O)(=O)c2ccc(Br)s2)CC1)N1CCN(c2ccccc2)CC1 | 10.9%&-7.0% | -6.5&-2.1 | 0.5%&0.8% | 0.0%&-0.2% | -22.7%&-0.5% | 1.8%&-0.5% | -1.1%&-3.3% | 5.7%&-0.7% | 0.3&0.0
COc1ccccc1-c1nc(C#N)c(N2CCCCCC2)o1 | 7.5% | -15.1 | 480.9%[activator] | 6.8% | -18.5% | -1.4% | 5.7% | 0.0% | 2.4
CCOC(=O)C1(C)CCCN(C(=O)CCc2ccccc2)C1 (configuration not stated) | . | -8.7 | . | . | . | -0.6% | 0.1% | . | 2.3
Cc1ccc2[nH]c(C)c(/C=C/c3cc[n+](C)cc3)c2c1 | -8.4% | -7.1&6.1 | -17.3% | -0.3% | ? | 1.26µM* | -3.3% | -372.0% | -1.0
CCOC(=O)c1[nH]c(C)c(C(=O)NC2CCN(C(=O)OCC)CC2)c1C | 5.4% | -3.8 | -3.8% | 0.5% | -10.4% | -0.5% | 1.6% | -1.6% | 0.4
Nc1ccc(CSc2ccc(Cl)cc2)c(Cl)c1 | 1.6% | 9.9 | 13.7%[57.1 µM] | . | -17.6% | -24.5% | 4.6% | 2.5% | -23.5
CCOC(=O)c1c(C)n(C)c2ccc(OCC(O)CN3CCC(C)CC3)cc12 (configuration not stated) | 0.1% | 0.7 | 0.8% | -0.6% | -19.8% | 2.7% | -3.4% | 0.6% | -4.4
CCCCOc1cccc(C(=O)Nc2cc(NC(=O)c3ccco3)ccc2OC)c1 | -1.0% | 3.4 | -4.8% | 0.8% | ? | -0.4% | -3.1% | -3.4% | -1.5
COc1cc(NC(=O)c2noc3c2CCC3)c(OC)cc1Cl | 5.1% | -0.4 | 20.1% | 1.3% | -5.6% | -2.1% | -1.2% | -6.0% | 9.3
CN(C)c1cccc(C(=O)NC2CCCCCC2)c1 | 5.8% | 5.0 | 10.6%[57.1 µM] | 0.2% | -20.2% | 0.2% | 1.4% | -9.1% | -3.4
Cc1ccnc2nc(C(=O)OCC(=O)N(CC(C)C)CC(C)C)nn12 | 0.6% | 1.2 | 5.3% | 7.4% | -16.7% | -1.4% | -3.3% | -2.5% | 2.2
COc1cccc2oc(-c3ccco3)cc(=O)c12 | -8.0% | 1.3 | 15.0%[57.1 µM] | 0.7% | -27.1% | 3.4% | -2.5% | ? | -15.5
COc1cccc(C(C)(O)c2nc(/C=C/c3ccccc3)cs2)c1 (configuration not stated) | . | -3.9 | . | . | . | 0.1% | -0.4% | . | -2.6
CCOc1ccc2nc(N(CCN(C)C)C(=O)c3ccc4c(c3)CCCC4)sc2c1 | -6.7% | 4.7 | -5.4% | 0.0% | -10.5% | 2.6% | -4.2% | 1.7% | 1.7
CC(=O)NCCOC(=O)Nc1cccnc1 | 1.0% | -2.3 | 7.6% | -2.3% | 1.7% | -0.1% | -2.5% | -6.5% | -0.2
C=C(C)COc1ccc(-c2[nH]ncc2-c2ccccc2)c(O)c1 | 2.6% | 1.3 | -13.0% | -0.3% | -22.0% | -9.7% | -10.4% | 0.4% | 1.8
CCOc1ccc(S(=O)(=O)N2CCN(C(=O)C3CC3C)CC2)cc1 (configuration not stated) | 7.6% | -2.1 | 2.1% | . | ? | -0.1% | -1.2% | -18.0% | -5.1
CC1CCCN(CC(=O)Nc2ccc(S(=O)(=O)N3C(C)CCCC3C)cc2)C1 (configuration not stated) | 7.8% | -1.0 | . | . | -26.2% | -0.3% | -3.0% | 0.4% | 4.0
COc1ccccc1N1CCN(CC(=O)Nc2ccccc2C(=O)NC(C)c2ccccc2)CC1 (configuration not stated) | -4.9% | -5.2 | -16.2% | 0.6% | -4.4% | -1.8% | -3.1% | 2.1% | 7.6
